# All columns: NCI-60 one-dose screen, growth in % after 48 h at 10 µM unless noted; 100 = growth as untreated, 0 = no growth, -100 = all killed.
# SF-268 – SF-268 CNS cancer cells | 3.1% of 82,000 active | AID 1794759
# SF-295 – SF-295 CNS cancer cells; 5.6% of 79,000 active
# U251 – U251 CNS tumor cells. 5.4% of 80,000 active
# SNB-19 – SNB-19 CNS cancer cells | AID 1794751 | 2.5% of 81,000 active
# SNB-75 – SNB-75 CNS cancer | 5% of 79,000 active | AID 1794750
# HCT-116 – HCT-116 colon cancer; 7.3% of 82,000 active
# HCC-2998 – HCC-2998 colon cancer. 4.7% of 79,000 active. AID 1794799
# SF-539 – SF-539 CNS cancer | 6.8% of 81,000 active
# KM12 – KM12 colon cancer cells; 5% of 82,000 active; AID 1794800
# Starred values were filed as active, the others as inactive; nt = no result given; & = joins results of further samples; [ ] = dose if it differs, or a comment. Rule for the calls: active = growth percent below 10; inactive = the rest. Hits appear at their usual frequency. About 11% of those tested had a hit in this group.
SMILES,SF-268,SF-295,U251,SNB-19,SNB-75,HCT-116,HCC-2998,SF-539,KM12
COc1ccc(/C=C/C(=O)c2ccc(NC(=O)CSc3nnc(-c4ccc5nc(-c6ccc(Cl)cc6)[nH]c5c4)o3)cc2)cc1,114,100,96,106,99,93,118,94,100
NS(=O)(=O)c1ccc(Nc2nc(N/N=C/c3cn(-c4ccccc4)nc3-c3ccccc3)nc(Nc3ccccc3)n2)cc1,89,97,85,95,114,75,115,89,87
Cc1cc(=O)oc2c1ccc1oc(=O)cc(C)c12,95,103,92,109,99,95,108,101,100
Cc1cc2c(C(C)C)c(O)c(O)c(C=NCCS(=O)(=O)O)c2c(O)c1-c1c(C)cc2c(C(C)C)c(O)c(O)c(C=NCCS(=O)(=O)O)c2c1O,79,78,41,72,93,82,92,98,63
COc1ccc2c(c1)C=C1CCCC3=Cc4cc(OC)ccc4OC13O2,98,99,102,105,107,95,103,115,91
CCOC(=O)c1c2c(cn1Cc1ccc(OC)cc1)-c1oncc1CC2,96,97,95,86,90,89,108,93,99
N#C/C(=C\c1ccc(-c2ccccc2)cc1)C(N)=O,99,nt,95,101,94,102,nt,100,101
Nc1nc2c(C(=O)c3ccco3)nnn2c2cccc(Cl)c12,98,96,nt,101,72,100,115,109,94
CC(C)(C)c1cc(/C=N\NC(=O)/C=C/C=C/c2ccc3c(c2)OCO3)c(O)c(C(C)(C)C)c1,67,93,84,86,32,88,89,88,75
O=C(O)c1cc[n+]([O-])cc1,117,93,95,103,105,116,109,94,113
O=C(/C=C\c1ccco1)CCN1CCCCC1,114,97,103,116,111,99,104,106,102
CCCCOc1nc2ccc(C)cc2cc1/C=C/c1cc(/C=C/c2cc3cc(C)ccc3nc2OCCCC)n(-c2ccccc2)n1,101,101,100,105,96,87,100,109,95
O=C(N/N=C\c1ccc(Br)cc1)c1ccncc1,115,118,93,108,118,113,103,100,103
O=C1NC(=S)S/C1=C\c1ccc(Cl)cc1,92,93,101,86,76,90,88,85,102
COc1cc2c(c(OC)c1OC)C(=O)CC(c1cccc(C(=O)Nc3ccc(C#N)cc3)c1)O2 (centres undefined),89,77,95,90,75,56,98,93,79

# The closing four records of the part before come first, to join the parts.
SMILES,SF-268,SF-295,U251,SNB-19,SNB-75,HCT-116,HCC-2998,SF-539,KM12
CCCCOc1nc2ccc(C)cc2cc1/C=C/c1cc(/C=C/c2cc3cc(C)ccc3nc2OCCCC)n(-c2ccccc2)n1,101,101,100,105,96,87,100,109,95
O=C(N/N=C\c1ccc(Br)cc1)c1ccncc1,115,118,93,108,118,113,103,100,103
O=C1NC(=S)S/C1=C\c1ccc(Cl)cc1,92,93,101,86,76,90,88,85,102
COc1cc2c(c(OC)c1OC)C(=O)CC(c1cccc(C(=O)Nc3ccc(C#N)cc3)c1)O2 (centres undefined),89,77,95,90,75,56,98,93,79
COc1ccc(-n2c(SCc3nnc(NC(=O)c4ccccc4)s3)nc3ccc(Cl)cc3c2=O)cc1,96,103,99,98,103,101,110,96,103
CC(C(=O)Nc1cccnc1)c1ccc(Nc2ccnc(C(F)(F)F)c2)cc1 (centres undefined),105,89,95,nt,94,87,103,96,102
CC(=O)Nc1cc2c(cc1Br)-c1ccccc1C2,65,nt,96,102,68,98,92,84,98
COc1cc(-c2cc(-c3ccc(Cl)cc3)nc3nc(N)[nH]c(=O)c23)ccc1Oc1ccnc2cc(Cl)ccc12,94,99,107,84,84,85,111,111,54
NC(N)=N/N=C/c1cccc(F)c1,nt,104,107,101,97,106,103,98,107
O=[N+]([O-])c1nccn1CC(O)CCN1CCOCC1 (centres undefined),99,99,95,92,85,111,128,97,110
COc1ccccc1C(C[N+](=O)[O-])c1c[nH]c2ccccc12 (centres undefined),88,87,86,88,57,93,90,87,74
NS(=O)(=O)c1ccc(CCNc2nc3c(-c4cccc(F)c4)nnn3c3ccccc23)cc1,97,105,79,93,94,75,104,102,68
CC12O[C@H](C[C@@H](OC(=O)c3ccccc3)[C@H]1O)n1c3ccccc3c3c4c(c5c6ccccc6n2c5c31)C(=O)NC4=O,61,46,77,101,46,70,87,87,19
CN1CCN(Cc2ccc(NC(=O)c3cncc(C#Cc4ncc5ccccn45)c3)cc2C(F)(F)F)CC1,15,nt,-28*,39,34,-51*,49,-80*,4.7*
COC(=O)/C(=N\Nc1nc(=S)[nH]n1N)C(C#N)c1ccccc1 (centres undefined),96,103,97,103,95,98,100,104,102
N#Cc1ccc2c(c1)N(CCCN1CCC(O)CC1)c1ccccc1S2,102,92,87,95,79,75,91,93,106
COc1ccccc1N=Nc1ccccc1OC,101,98,90,103,93,98,92,95,95
COc1cc2c(Cc3ccccc3)cncc2cc1O,96,102,100,108,101,93,102,100,99
CCOC(=O)c1ccc2c(c1)ncn2-c1ccc(NC(=O)Nc2cccc(C)c2)cc1,95,58,46,50,88,57,91,49,28

# The closing 6 entries of the section before are carried over, then new ones follow.
SMILES,SF-268,SF-295,U251,SNB-19,SNB-75,HCT-116,HCC-2998,SF-539,KM12
CN1CCN(Cc2ccc(NC(=O)c3cncc(C#Cc4ncc5ccccn45)c3)cc2C(F)(F)F)CC1,15,nt,-28*,39,34,-51*,49,-80*,4.7*
COC(=O)/C(=N\Nc1nc(=S)[nH]n1N)C(C#N)c1ccccc1 (centres undefined),96,103,97,103,95,98,100,104,102
N#Cc1ccc2c(c1)N(CCCN1CCC(O)CC1)c1ccccc1S2,102,92,87,95,79,75,91,93,106
COc1ccccc1N=Nc1ccccc1OC,101,98,90,103,93,98,92,95,95
COc1cc2c(Cc3ccccc3)cncc2cc1O,96,102,100,108,101,93,102,100,99
CCOC(=O)c1ccc2c(c1)ncn2-c1ccc(NC(=O)Nc2cccc(C)c2)cc1,95,58,46,50,88,57,91,49,28
O=C(Nc1ccc(-c2nc3ccccc3c(=O)[nH]2)cc1)c1cccnc1,93,109,95,90,95,98,104,97,97
Clc1ccccc1N=Nc1ccccn1,105,106,nt,98,91,109,111,104,109
O=C(Cc1ccc(/C=C/C(=O)c2ccccc2O)cc1)Nc1cccc2ccccc12,104,99,89,94,99,96,102,98,92
COc1ccc(C(=O)c2ccc3[nH]c(=O)nc(N)c3c2)cc1OC,102,92,103,97,89,103,105,103,110
CC1=CC(=Nc2cc(Cl)c(O)c(Cl)c2)C=CC1=O,101,106,102,101,79,87,148,88,109
FC(F)(F)c1cccc(CNC2CCN(CCc3ccccc3)CC2)c1,75,82,77,92,71,31,20,93,70
C=C1C(=O)O[C@@H]2C[C@@H](C)CCC(=O)[C@](C)(OC(C)=O)C[C@H](OC(=O)/C(C)=C\C)[C@@H]12,96,97,89,91,81,25,nt,72,92
O=c1[nH][n+](-c2nonc2-c2ccc(F)cc2)no1,94,103,103,106,nt,96,107,98,107
CCOC(=O)C1=C(CSC(=S)N(C2CCCCC2)C2CCCCC2)N(C)C(=O)NC1c1ccccc1 (centres undefined),49,40,40,49,72,26,72,72,56
CC(=O)C(=Cc1ccc(F)cc1)C(C)=O,99,96,92,103,87,99,103,96,97
NC(=O)c1sccc1Nc1ccnc(C(F)(F)F)c1,96,122,nt,103,111,104,105,107,99
COc1ccc(Nc2ncc3c(=O)[nH]ccc3n2)cc1,101,106,99,100,119,94,107,97,105
COC(=O)c1c2c(n3ccccc13)C(=O)c1ccccc1C2=O,74,64,62,62,113,28,88,90,50
O=C(CCN1C(=O)/C(=C/c2ccc(Cl)cc2)SC1=S)NCCN1CCOCC1,96,92,97,96,93,93,104,94,103
CC(=O)Nc1ccc(OCc2cn(Cc3nc4ccccc4[nH]3)nn2)cc1,98,104,97,95,85,99,103,99,99
O=C1CS/C(=N/S(=O)(=O)c2ccc(NNc3c4ccccc4nc4ccccc34)cc2)N1C1CCCCC1,98,99,100,98,105,96,107,105,94
CS(=O)(=O)c1ncc(Br)cn1,nt,115,105,101,92,98,99,104,100
COc1ccc(C(=O)c2ccc(Br)cc2)c(OC)c1OC,95&97,104&104,92&94,100&98,81&90,95&100,101,105&95,94&93
Nc1c(C(=O)Nc2cc(Cl)cc(Cl)c2)sc2nc3c(cc12)C(=O)CCC3,113,83,103,94,104,99,85,102,103
Cc1ccc(I)c(C)c1,100,101,100,110,93,98,90,104,109
Oc1cc(O)c2c(c1)O[C@H](c1ccc(O)c(O)c1)[C@@H](O)C2,nt,98,98,101,84,109,108,111,nt
CC(C)(C)c1ccc(C(C)(C)C)s1,112,106,97,104,98,104,101,108,106
C/C(=N\O)c1ccc(OC(=O)c2cc(-c3ccc(S(C)(=O)=O)cc3)nc3ccccc23)cc1,93,102,96,95,68,100,101,92,105
CCc1cc2c(c3c1C(=O)CC3)C(C)(C)CCC2(C)C,105,101,90,101,105,88,94,99,106
NS(=O)(=O)c1ccccc1,102,90,105,104,nt,112,97,103,112
O=c1cc(-c2ccccc2)[nH]c(=O)[nH]1,102,101,101,104,83,74,98,97,100
Cc1cccc(Oc2cc(Oc3cccc(C)c3)c3c(c2)Oc2ccccc2NC3=O)c1,88,73,65,nt,71,62,101,93,83
Cc1ccc2c(c1)N1NCC=C1NC2=O,103,99,99,98,nt,97,95,96,106
Cc1ccc2c(Cn3nnc(N)c3C#N)cc(=O)oc2c1,95,109,96,97,90,87,112,109,96
O=C(Nc1ccc(Br)cc1F)c1cc(Br)ccc1O,15,-60*,14,20,1.8*,5.4*,12,9.4*,3.2*
COc1ccc(C=O)cc1Br,111,nt,101,114,113,113,106,98,108
NC1(C(=O)O)c2ccccc2-c2ccccc21,97,96,96,106,98,96,101,95,102
COc1ccc2nc3cc(Cl)ccc3c(NCCCCCN3CCCCC3)c2c1,-36*,43,-75*,3.0*,-98*,-61*,-77*,-90*,-13*
COc1ccc(/C(=C\c2ccc3c(c2)OCO3)C(=O)Nc2nc3ccc(Cl)cc3s2)cc1,95,nt,104,116,91,90,109,94,102
Cc1ccc2nc(-c3nc(-c4ccccc4)n4ccccc34)[nH]c2c1,100,82,94,110,40,93,92,99,95
[2H]C1([2H])CCN(C(=O)C2CC2)c2cc(NS(=O)(=O)c3ccc(-c4ccc(F)c(C(N)=O)c4)cc3)ccc21,92,85,91,83,80,86,89,92,98
Cc1cc(C)c(O)c(C(C)(C)C)c1,103,112,100,102,98,106,98,102,101
Cc1[nH]c(/C=C/C(=O)c2ccc(C(F)(F)F)c(F)c2)c(C)c1C(=O)NNc1ccccc1,74&80,67&82,74&80,82&88,83&74,68&69,46&74,74&86,49&73
COc1ccccc1NC(=O)c1cc2ccccc2cc1O,93,93,85,96,78,87,nt,122,101
O=C(c1ccc(I)cc1)N1CCN(C(=O)c2ccc(I)cc2)CC1,97,103,102,102,97,118,116,97,97
COC(=O)C(Sc1ccc(Cl)cc1)C1SC(=S)N(Cc2ccccc2)C1=O (centres undefined),88,76,90,93,nt,90,103,109,100
NC(=O)NCSCNC(N)=O,107,117,nt,104,81,105,110,95,107
Cc1c([N+](=O)[O-])cc(C(C)C)c(O)c1[N+](=O)[O-],111,111,109,101,94,94,105,104,105
Cc1ccc(NC(=O)Nc2sc(=S)c3c(c2C#N)CCCC3)c(C)c1,104,98,93,94,96,99,122,101,104
CC(C)CCC[C@@H](C)[C@H]1CC[C@H]2[C@@H]3C/C(=N\O)C4=C[C@@H](O)CC[C@]4(C)[C@H]3CC[C@]12C,84,113,101,103,97,95,115,103,100

# Limited to SNB-19 and SF-268 (2 entries from above):
structure | SNB-19 | SF-268
Cc1ccc2c(Cn3nnc(N)c3C#N)cc(=O)oc2c1 | 97 | 95
O=C(Nc1ccc(Br)cc1F)c1cc(Br)ccc1O | 20 | 15

# (continued)
SMILES,SF-268,SF-295,U251,SNB-19,SNB-75,HCT-116,HCC-2998,SF-539,KM12
CC(N=C1Nc2ccc(Br)cc2S(=O)(=O)N1)c1ccccc1 (centres undefined),102,98,101,97,91,100,115,100,99
COc1ccc(Cn2cnc3cc(C(=O)Nc4cccc5ccccc45)ccc32)c(OC)c1,14[30 µM],7.9*[30 µM],17[30 µM],21[30 µM],35[30 µM],10[30 µM],6.8*[30 µM],-37*[30 µM],2.4*[30 µM]
NC(=O)N1c2ccccc2CC(=O)c2ccccc21,105,101,91,108,108,101,99,94,104
Nc1c(C(=O)Nc2ccccc2)nnn1-c1ccccc1,101,101,102,105,106,110,95,98,110
Cc1c(C(=O)NNC(=O)c2ccc(Br)cc2)sc2ncc(-c3ccc(Br)cc3)n12,102[7 µM],97[7 µM],99[7 µM],100[7 µM],111[7 µM],99[7 µM],101[7 µM],94[7 µM],99[7 µM]
BrC1CC(Br)c2c1c1c(c3c2C(Br)CC3Br)C(Br)CC1Br (centres undefined),111,103,89,99,69,81,87,92,129
O=C1c2[nH]c(=O)[nH]c(=O)c2CN1Cc1ccccc1,110,103,103,97,78,102,105,105,110
CS(=O)(=O)N1CCCCC1CCN1CCCCC1 (centres undefined),103,118,107,105,90,105,104,113,115
CN(C)CCNC1CCc2c(c(C(=O)N(C)Cc3ccccc3)nn2C)C1 (centres undefined),96,88,88,105,87,95,100,106,109
COc1cc(CNC(=O)CCCC/C=C/C(C)C)ccc1OCc1cn(-c2cc(OC)c(OC)c(OC)c2)nn1,91,105,93,85,95,87,92,92,103
CC(C)Sc1ncnc2nc[nH]c12,121,107,107,99,115,103,108,100,128
COc1ccc(N=C2c3ccccc3-c3ccc([N+](=O)[O-])cc32)cc1,84,83,98,95,100,99,96,102,76
COc1ccc(C2=NN(C=O)C(c3ccc(Cl)cc3)C2)cc1S(=O)(=O)NNC(=O)c1ccncc1 (centres undefined),96,99,97,94,93,104,98,101,102
Nc1nc(=S)c2[nH]cnc2[nH]1,26&18,19&26,51&47,102&98,26&29,-8.3*,6.3*,7.9*,12&10
CCC/C=C/C=N/N1C(=S)N(c2cccnc2)[C@]23OC(N)=C(C#N)[C@]12C(=O)c1ccccc13,nt,95,100,101,92,86,108,99,nt
BrCCCOc1cccc(OCCCBr)c1,81,94,73,87,81,81,102,100,101

# Assay outcomes deposited in PubChem BioAssay by NCI.
